IL2 activator: IL-2 activation; IL-2 activation reporter assay, cell-based qHTS; stimulated with anti-CD3/CD4/CD28 beads; in transgenic mouse T cells; activation, % (series mostly up to about 46 µM); 0.065% of 360,000 active; AID 652025; in the data active = activation above about 50%; inconclusive = mostly about 30% to 49%; note: 0% is about no effect
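Using fluorescent plate cytometry, EGFP and DsRed are detected in transgenic mouse T cells stimulated 18 h at 37 degrees C with antibody-coated beads after 60 min compound pretreatment.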
A549 tox: counter-screen for Nrf2 inhibitors: cytotoxicity in A549 cells | A549 ARE-Fluc cells, CellTiter-Fluor viability, 18-24 h | Potency, µM (doses to about 46 µM), without a hit: at the top dose activity change, negative = cytotoxicity, most hits filed as inhibitors | 0.16% of 390,000 active; note: potency is the fitted concentration of half-maximal effect; % is set by controls: 0 for no effect and ±100 for the full control effect
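A549 ARE-Fluc cells in 5% FBS OPTI-MEM, 5000 cells/well, rested 2 h then exposed to compounds in concentration-response for 18-24 h at 37 °C. Viability by CellTiter-Fluor fluorescence (Ex 405/Em 525) after 30 min; luciferase luminescence (BugLite, 15 min, RT) read afterwards.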
Nrf2 block: blocks Nrf2 signaling; A549 ARE-Fluc reporter, luciferase luminescence, 18-24 h; Potency, µM (series often up to 46 µM), for inactives: at the highest dose activity change, negative = inhibition, usual class: inhibitors; 2.1% of 360,000 active; note: potency is the fitted concentration of half-maximal effect; % is set by controls: 0 for no effect and ±100 for the full control effect; nearly all actives have a fitted effect of over 60% in size
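Two sequential reads on A549 ARE_Fluc cells exposed to compound for 18-24 h: a CellTiter-Fluor fluorescence read for viability, then a luciferase luminescence read for Nrf2/ARE activity.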
ATXN2 expr inh: reduces ATXN2 reporter expression in HEK-293 cells; 0.72% of 360,000 active; HEK-293 ATXN2-luciferase reporter, luminescence, 24 h; Potency, µM (series often up to 57 µM), inactives show at the top dose activity change, negative = inhibition, hits mostly inhibitors; note: potency is the fitted concentration of half-maximal effect; % is set by controls: 0 for no effect and ±100 for the full control effect; nearly all actives have a fitted effect of over 55% in size
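qHTS (up to 57 uM final) was run with 24 h compound exposure of reporter cells at 37 °C. Each well was multiplexed: SteadyGlo luminescence measured ATXN2-luciferase expression after a fluorogenic Gly-Phe-AFC viability readout (25 uM final).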
EPAC2 ag: activates human EPAC2 exchange factor; Q8WZA2; EPAC2 activation, biochemical qHTS; response scale: 100% = 6.5 mM cAMP response; Potency, µM (doses to about 154 µM), for inactives: top-dose activation, usual class: activators; 0.079% of 360,000 active; note: potency is the fitted concentration of half-maximal effect; nearly all actives have a fitted effect of over 50% in size
Target sequence (Q8WZA2 whole entry, looked up): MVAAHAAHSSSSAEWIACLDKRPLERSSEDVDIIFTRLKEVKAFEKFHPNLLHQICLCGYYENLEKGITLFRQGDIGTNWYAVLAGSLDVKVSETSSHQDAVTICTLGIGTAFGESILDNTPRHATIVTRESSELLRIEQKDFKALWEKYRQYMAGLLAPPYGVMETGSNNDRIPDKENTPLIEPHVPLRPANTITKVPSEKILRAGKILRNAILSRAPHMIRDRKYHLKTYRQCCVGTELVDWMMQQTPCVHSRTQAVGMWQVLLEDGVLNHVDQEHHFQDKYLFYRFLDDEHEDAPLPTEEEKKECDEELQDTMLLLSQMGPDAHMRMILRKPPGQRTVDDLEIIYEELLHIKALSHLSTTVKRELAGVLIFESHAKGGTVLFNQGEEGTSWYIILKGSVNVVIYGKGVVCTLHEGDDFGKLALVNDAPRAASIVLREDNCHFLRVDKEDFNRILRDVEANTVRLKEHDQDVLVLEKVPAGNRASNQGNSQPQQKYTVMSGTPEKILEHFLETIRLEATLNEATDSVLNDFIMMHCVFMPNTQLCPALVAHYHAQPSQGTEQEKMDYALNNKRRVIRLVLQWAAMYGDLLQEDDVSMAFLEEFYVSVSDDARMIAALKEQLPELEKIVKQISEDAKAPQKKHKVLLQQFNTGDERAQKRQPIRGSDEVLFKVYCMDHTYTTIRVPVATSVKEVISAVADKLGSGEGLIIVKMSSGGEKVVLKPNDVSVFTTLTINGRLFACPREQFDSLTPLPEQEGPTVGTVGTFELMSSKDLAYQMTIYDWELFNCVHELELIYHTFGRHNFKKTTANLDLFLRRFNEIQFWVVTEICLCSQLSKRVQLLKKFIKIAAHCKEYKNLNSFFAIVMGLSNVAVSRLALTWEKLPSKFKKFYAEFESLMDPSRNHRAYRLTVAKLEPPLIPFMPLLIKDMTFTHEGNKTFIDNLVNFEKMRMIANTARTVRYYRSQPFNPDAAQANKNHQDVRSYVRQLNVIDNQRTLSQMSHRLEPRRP
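Nucleotide exchange monitored as fluorescence drop when BODIPY-GDP leaves Rap1B. Reaction: 100 nM EPAC2, 250 nM RAP1B-BODIPY-GDP, 50 uM GDP, room temperature, kinetic read over 30 min. Activity expressed relative to 6.5 mM cAMP.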
TGFb SMAD3 inh: blocks TGF-b signaling. Potency, µM (titrated, usually from 46.1 µM), for inactives: top-dose activity, negative = inhibition, actives largely listed as inhibitors. 1.2% of 410,000 active. HepG2 CAGA-GFP TGF-b/SMAD3 reporter, GFP fluorescence, 18 h; TGF-beta stimulated, 500 pg/mL final; note: potency is the fitted concentration of half-maximal effect; % is set by controls: 0 for no effect and ±100 for the full control effect; nearly all actives have a fitted effect of over 65% in size
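Per well, imaged GFP fluorescence of HEPG2 CAGA-GFP cells gives the signal; cells get compound, then TGF-beta (500 pg/mL final), 18 h at 37 degrees C; %Activity versus -TGF-beta and +DMSO controls.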
Nrf2 activator: activates Nrf2 signaling. AREc32 ARE-luciferase reporter (MCF7-derived line), luminescence, 24 h. 0.31% of 410,000 active. Potency, µM (titrated, usually from 46.1 µM), for inactives: top-dose activation, most hits filed as activators; note: potency is the fitted concentration of half-maximal effect; % of control where 0% means no effect; nearly all actives have a fitted effect of over 65% in size
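Reporter line AREc32 (ARE-Fluc), seeded overnight in OPTI-MEM with 5% FBS; compound pin-transferred, 24 hr at 37 deg C, 5% CO2; luminescent read-out.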
S2 tox: cell viability loss in ATXN counter-screen. S2 cells (HEK-293 line with an ATXN2-luciferase reporter) viability, CellTiter-Fluor protease fluorescence, 24 h. 0.49% of 400,000 active. Potency, µM (highest dose often 56.7 µM), most hits filed as cytotoxic; note: potency is the fitted concentration of half-maximal effect; nearly all actives have a fitted effect of over 40% in size
HepG2 viability: counter-screen for TGF-b inhibitors: cytotoxicity in HepG2 cells | HepG2 CAGA-GFP viability, ATP luminescence, 18 h | Potency, µM (series often up to 46.1 µM), inactives show top-dose activity change, negative = cytotoxicity, actives largely listed as cytotoxic | 0.76% of 410,000 active; note: potency is the fitted concentration of half-maximal effect; some results filed as inactive show a strong effect at the top dose
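CellTiter-Glo luminescence gave cytotoxicity after 18 hours at 37 degrees C. The cells were HepG2 CAGA-GFP in 1% FBS DMEM, stimulated with 500 pg/mL TGF-beta after compound addition. %Activity was normalised to no-cell wells (complete cell-killing) and DMSO (no toxicity), and curves were fitted and classified.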
An asterisk follows results filed as active; i = inactive; ? = inconclusive; · = no result given. Unless noted, calls come from the whole dose curve; as a rule, active = well fitted curve in the direction sought with a large enough effect; inconclusive = small, poorly fitted or top-dose-only effect, or another doubt; inactive = no such curve, though single readings can be large; an effect the other way counts as inactive or inconclusive.

SMILES	IL2 activator	A549 tox	Nrf2 block	ATXN2 expr inh	EPAC2 ag	TGFb SMAD3 inh	Nrf2 activator	S2 tox	HepG2 viability
O=C(Cn1c(=O)ccc2cc(S(=O)(=O)N3CCCC3)ccc21)NCc1ccc(F)cc1	·	6%	·	-3%	·	5%	0.2%	i	-30%
Cc1ccc(NC(=O)CSc2nnc(CCCCCNC(=O)OC(C)(C)C)o2)c(C)c1	4.5	-14%	16µM*	0%	0%	-29%	-0.7%	i	-15%
CCN(CCO)Cc1csc2cccc(Br)c12	-5.0	6%	-13%	-3%	2%	-9%	-0.2%	i	3%
OCCC1CN(Cc2nc3c(s2)CCCC3)CCN1Cc1ccccc1 (stereo not given)	-0.3	2%	?	-20%	-2%	-17%	-0.7%	i	-14%
O=C1CSC(c2ccco2)N1 (stereo not given)	-2.7	0%	·	2%	3%	-26%	-0.4%	i	-4%
CC1(C)Nc2ccccc2C(=O)N1NS(=O)(=O)c1ccccc1	-4.1	-2%	6%	6%	-1%	-10%	-0.7%	i	9%
O=C(NC1CC1)c1ccc(S(=O)(=O)NCC2CCCCC2)cc1	0.5	3%	-3%	-11%	5%	10%	0.2%	i	2%
CCc1c(C)c2cc(Cl)c(O)c(CN(CC)CC)c2oc1=O	-1.4	?	-2%	-15%	-3%	18%	0.3%	·	-25%
O=C(Nc1cccc([N+](=O)[O-])c1)c1ccc2ccccc2c1O	-0.8	-3%	?	-38%	10%	?	-0.3%	i	-31%
COC(=O)[C@@]1(Cc2ccccc2)[C@H]2C(=O)N(C)C(=O)[C@H]2[C@H]2CN=C(SC)N21	-0.3	-3%	7%	7%	5%	6%	-0.6%	i	-4%
COc1ccccc1Nc1ccc(NC(=O)c2cccc([N+](=O)[O-])c2C)cc1	4.1	-22%	10µM*	·	12%	?	8.5%	?	-16%
COc1cc(OC)cc(-c2c(C#Cc3ccsc3)c3cc(-c4cc(F)cc(F)c4)ccc3n2C)c1	1.0	3%	-9%	2%	10%	19%	-0.7%	i	-1%
Cc1cc(OCC(=O)NCc2ccccn2)c2c(C)c(Cc3ccccc3)c(=O)oc2c1	-4.5	0%	12%	-11%	-10%	-6%	0.3%	i	-12%
CSc1ccc(CN2CCC(C(=O)NCc3ccc(C)cc3)CC2)cc1	1.1	-10%	1%	·	1%	?	5.5%	i	-38%
NC(=O)C1CCN(C(=O)c2cn(-c3ccccc3)nc2-c2cccnc2)CC1	-0.9	18%	4%	-4%	1%	-5%	0.3%	i	5%

Laid out differently: entries from further up
| molecule | IL2 activator | A549 tox | Nrf2 block | ATXN2 expr inh | EPAC2 ag | TGFb SMAD3 inh | Nrf2 activator | S2 tox | HepG2 viability |
| --- | --- | --- | --- | --- | --- | --- | --- | --- | --- |
| NC(=O)C1CCN(C(=O)c2cn(-c3ccccc3)nc2-c2cccnc2)CC1 | -0.9 | 18% | 4% | -4% | 1% | -5% | 0.3% | i | 5% |
| CCN(CCO)Cc1csc2cccc(Br)c12 | -5.0 | 6% | -13% | -3% | 2% | -9% | -0.2% | i | 3% |
| O=C(Nc1cccc([N+](=O)[O-])c1)c1ccc2ccccc2c1O | -0.8 | -3% | ? | -38% | 10% | ? | -0.3% | i | -31% |
| Cc1cc(OCC(=O)NCc2ccccn2)c2c(C)c(Cc3ccccc3)c(=O)oc2c1 | -4.5 | 0% | 12% | -11% | -10% | -6% | 0.3% | i | -12% |
| COC(=O)[C@@]1(Cc2ccccc2)[C@H]2C(=O)N(C)C(=O)[C@H]2[C@H]2CN=C(SC)N21 | -0.3 | -3% | 7% | 7% | 5% | 6% | -0.6% | i | -4% |
| COc1cc(OC)cc(-c2c(C#Cc3ccsc3)c3cc(-c4cc(F)cc(F)c4)ccc3n2C)c1 | 1.0 | 3% | -9% | 2% | 10% | 19% | -0.7% | i | -1% |
| OCCC1CN(Cc2nc3c(s2)CCCC3)CCN1Cc1ccccc1 (stereo not given) | -0.3 | 2% | ? | -20% | -2% | -17% | -0.7% | i | -14% |

(listing goes on)
SMILES	IL2 activator	A549 tox	Nrf2 block	ATXN2 expr inh	EPAC2 ag	TGFb SMAD3 inh	Nrf2 activator	S2 tox	HepG2 viability
Cn1nc(C(C)(C)C)cc1NC(=O)C1(C)CCN1C(=O)C1(c2ccccc2)CC1 (stereo not given)	-0.2	·	·	-34%	-2%	-14%	-0.4%	?	-18%
O=C(Nc1ccccc1Cl)NC1(C(=O)NCc2ccncc2)CCCCC1	0.3	5%	5%	-1%	3%	15%	0.2%	i	0%
O=C(O)C1CCCCC1C(=O)Nc1nc(-c2ccc(Cl)s2)cs1 (stereo not given)	0.1	10%	-5%	-7%	-5%	-26%	4.9%	i	-18%
Cc1cccc(N(C(=O)c2csnn2)C(C(=O)NCc2ccccc2)c2ccc(C)o2)c1 (stereo not given)	0.8	-10%	0%	-11%	9%	24%	3.3%	i	0%
COc1ccc(C(=O)COC(=O)CN2C(=O)NC3(CC(C)CC(C)(C)C3)C2=O)c(OC)c1 (stereo not given)	0.4	-2%	19%	-7%	-11%	?	0.3%	i	-5%
Cc1ccc(S(=O)(=O)NC(Cc2ccccc2)C(=O)O)cc1C (stereo not given)	-3.5	-4%	-11%	-3%	-4%	-1%	-0.3%	i	-4%
CC(C)Sc1nc(N)nc2c1ncn2C1OC(CO)C(O)C1O (stereo not given)	-0.2	-2%	0%	6%	0%	9%	-0.1%	i	-3%
CCCCN(CCCNC(=O)CN1C(=O)COc2ccccc21)c1ccccc1	0.2	-14%	?	-36%	18%	-25%	0.0%	?	-33%
Cc1cc(C(=O)N(Cc2nnc(-c3ccc(Cl)cc3)o2)C(C)C)c2ccccc2n1	-0.3	-6%	17%	2%	6%	?	25%	i	-6%
Cc1[nH]c2ccccc2c1C(=O)COC(=O)c1ccc2c(=O)n3c(nc2c1)CCC3	1.7	10%	0%	-5%	6%	-9%	0.2%	i	-22%
COc1ccc(C)cc1NC(=O)CSc1nnc(CC(=O)Nc2cccc(C(F)(F)F)c2)n1C	-2.1	-7%	-15%	-22%	-9%	-2%	0.5%	i	-18%
Cc1cc(O)cc(=O)n1C	0.5	2%	-4%	3%	7%	-1%	-0.1%	i	5%
Cc1ccc(C)c(NC(=O)CN(C)C(=O)c2ccc(Cl)nc2)c1	-0.5	2%	-4%	8%	6%	-11%	-0.7%	i	1%
CCc1c(C)[nH]n(CCC#N)c1=O	-1.8	-28%	-10%	-1%	6%	-11%	-0.1%	i	-1%
Cc1ccc(S(=O)(=O)N2CCN(C(=O)CN3CCN(c4ccc(O)cc4)CC3)CC2)cc1	-0.3	5%	?	·	6%	-2%	1.5%	i	-3%

An excerpt from above with just ATXN2 expr inh and Nrf2 activator.
Structure | ATXN2 expr inh | Nrf2 activator
NC(=O)C1CCN(C(=O)c2cn(-c3ccccc3)nc2-c2cccnc2)CC1 | -4% | 0.3%
Cn1nc(C(C)(C)C)cc1NC(=O)C1(C)CCN1C(=O)C1(c2ccccc2)CC1 (stereo not given) | -34% | -0.4%
O=C(Nc1ccccc1Cl)NC1(C(=O)NCc2ccncc2)CCCCC1 | -1% | 0.2%

The list continues.
SMILES	IL2 activator	A549 tox	Nrf2 block	ATXN2 expr inh	EPAC2 ag	TGFb SMAD3 inh	Nrf2 activator	S2 tox	HepG2 viability
O=C(c1ccccc1NS(=O)(=O)c1ccc(F)cc1)N1CCOCC1	-0.2	0%	9%	4%	2%	3%	0.4%	i	1%
CC(=O)CSc1nsc(SCC(C)=O)c1C#N	-1.4	-9%	17%	1%	-3%	-10%	11%	i	-19%
CCOc1ccc(S(=O)(=O)N(CC)CC(=O)NCc2ccccn2)cc1C	0.1	10%	0%	-1%	4%	1%	0.2%	i	16%
CC(O)CNC(=S)Nc1ccccc1 (stereo not given)	1.2	-1%	-5%	-31%	-1%	-6%	-0.1%	?	-3%
c1ccc(-c2ccc(OCCN3CCOCC3)cc2)cc1	2.1	-3%	10%	25%	6%	-11%	4.2%	i	-20%
Cc1ccc(S(=O)(=O)Nc2c(C)n(C)n(-c3ccccc3)c2=O)cc1C(=O)OCC(=O)N1CCCC(C)C1 (stereo not given)	-2.3	-10%	-18%	-12%	5%	1%	2.0%	?	-4%
CC(=O)c1cccc(NC(=O)Cc2ccc3c(c2)CCCC3)c1	0.2	-7%	?	3%	4%	-10%	-0.8%	i	3%
COC(=O)c1ccc(COc2cccn3c(N(C)C(=O)CCC4CCCC4)c(C)nc23)cc1	-0.7	·	·	?	15%	?	0.4%	·	-46%
Cc1cccc(NS(=O)(=O)c2c(C)noc2C)c1	0.5	0%	-13%	19%	8%	3%	0.1%	i	1%
CCCN(CC(=O)Nc1ccccc1C)C(=O)c1ccc(Cl)c(S(=O)(=O)N2CCCC2)c1	-2.4	-2%	-25%	7%	4%	-3%	0.1%	i	-4%
Cc1ccc2c(C)c(C(=O)N(Cc3ccc(N(C)C)cc3)C3CCS(=O)(=O)C3)oc2c1 (stereo not given)	-1.6	-8%	-29%	-16%	1%	-16%	3.1%	i	-19%
COc1ccccc1CCNC(=O)c1c(N)[nH]c(C(=O)c2ccccc2)c1-c1ccc(Br)cc1	1.2	·	·	?	12%	·	-0.8%	?	·
Cc1ccc(N2CC(C(=O)NC3=NCCS3)CC2=O)cc1C (stereo not given)	0.1	9%	·	2%	12%	7%	0.3%	i	4%
Cc1ccc(S(=O)(=O)N2CCC(C(=O)N(C)C3CCS(=O)(=O)C3)CC2)cc1 (stereo not given)	0.0	-3%	1%	4%	3%	0%	-0.2%	i	-29%
Oc1cccc(Nc2ncnc3c2oc2ccccc23)c1	-3.0	-6%	?	15%	6%	0%	20%	i	-14%
Cc1ccc([N+](=O)[O-])cc1NC(=O)c1cccs1	-1.2	0%	0%	·	4%	-5%	-0.5%	i	-34%
Cn1c(N2CCOCC2)c(/C=N/OC(=O)c2ccc(F)cc2)c2ccccc21	-1.6	-5%	0.65µM*	?	11%	-9%	-0.4%	?	-14%
NNC(=O)Cn1c2ccccc2c2ccccc21	4.3	1%	-10%	-9%	5%	?	-0.1%	i	·
